Screening results from PubChem BioAssay.
UHRF1 MBD2 ctr = UHRF1 methylated DNA binding inhibitors, primary screen, counter-screen for MBD2 inhibitor project, biochemical, TR-FRET, human UHRF1, single concentration | inhibition, % at 4.4 µM | AID 687016, 2013 | hit rate 0.75% among 370,000 | UHRF1 binding to methylated oligo | E3 ubiquitin-protein ligase UHRF1 (Homo sapiens), Q96T88; in the data active = inhibition above about 21%;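 note: UHRF1 SRA domain binding a hemimethylated CpG hairpin DNA probe; 0% = median of test compound wells and 100% = reference inhibitor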
TCR CD3 inh = inhibitors of human TCR-CD3 interaction, primary screen, biochemical, fluorescence, TAMRA-labeled TCR probe. T-cell receptor (TCR). hit rate 0.37% among 360,000. AID 651800, 2012. inhibition, % at 9.4 µM; in the data active = inhibition above about 19%;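 note: recombinant mutant TCR 2C K166C tagged with TAMRA read by polarization; 0% = receptor in buffer alone and 100% = receptor with positive control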
ABHD4 inh = ABHD4 inhibitors, primary screen, biochemical, fluorescence polarization, mouse | AID 720543, 2013 | purified mABHD4, FP-Rh probe fluorescence polarization | hit rate 0.54% among 370,000 | (Lyso)-N-acylphosphatidylethanolamine lipase (Mus musculus), Q8VD66 | inhibition, % at 8.92 µM;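 active = inhibition exceeding the mean over every tested compound plus 3 SD, cut at about 30% in these data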;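 note: 0% = plate median of compound wells and 100% = S159A mutant with DMSO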
Target sequence (Q8VD66 whole entry, looked up): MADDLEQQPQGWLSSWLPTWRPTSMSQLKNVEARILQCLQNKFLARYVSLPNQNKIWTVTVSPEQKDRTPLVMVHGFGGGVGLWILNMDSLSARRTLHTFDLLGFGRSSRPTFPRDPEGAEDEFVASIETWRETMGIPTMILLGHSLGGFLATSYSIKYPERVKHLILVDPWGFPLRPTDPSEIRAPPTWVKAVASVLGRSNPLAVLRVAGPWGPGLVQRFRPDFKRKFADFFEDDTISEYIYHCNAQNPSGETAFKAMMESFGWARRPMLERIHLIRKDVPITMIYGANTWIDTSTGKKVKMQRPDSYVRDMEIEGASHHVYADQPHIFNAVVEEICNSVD
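Assay system: Wild-type mouse ABHD4 protein | Medium: HEPES pH 7.0 buffer, 150 mM NaCl, 0.01% Pluronic F-127 | Incubation: Enzyme–compound pre-incubation 45 min, then probe 60 min, both 25 °C | Technique: Fluorescence polarization with parallel and perpendicular emission, 525/598 nm | Evaluation: % inhibition of FP-Rh probe binding versus controls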
HTRA1 inhibitor = HTRA1 serine protease inhibitors, primary screen, biochemical, fluorescence polarization, HTS | Q92743 | recombinant HTRA1, FP-rhodamine activity-based probe | inhibition, % at 5.96 µM | hit rate 0.5% among 340,000 | AID 504803, 2011; in the data active = inhibition above about 36%;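 note: 0% = enzyme with DMSO and 100% = wells lacking enzyme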
TDP2 absorb = human TDP2 enzyme inhibitors, primary screen, biochemical, epi absorbance, recombinant enzyme. Tyrosyl-DNA phosphodiesterase 2 (Homo sapiens), O95551. T5PNP hydrolysis, p-nitrophenol absorbance 415 nm. inhibition, % at 12.8 µM. hit rate 0.34% among 370,000;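 active = inhibition above the mean of all tested compounds plus 3 SD, set per campaign, cut at about 25% in these data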;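 note: 0% = DMSO with enzyme and 100% = buffer with substrate but no TDP2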
Target sequence (O95551 whole entry, looked up): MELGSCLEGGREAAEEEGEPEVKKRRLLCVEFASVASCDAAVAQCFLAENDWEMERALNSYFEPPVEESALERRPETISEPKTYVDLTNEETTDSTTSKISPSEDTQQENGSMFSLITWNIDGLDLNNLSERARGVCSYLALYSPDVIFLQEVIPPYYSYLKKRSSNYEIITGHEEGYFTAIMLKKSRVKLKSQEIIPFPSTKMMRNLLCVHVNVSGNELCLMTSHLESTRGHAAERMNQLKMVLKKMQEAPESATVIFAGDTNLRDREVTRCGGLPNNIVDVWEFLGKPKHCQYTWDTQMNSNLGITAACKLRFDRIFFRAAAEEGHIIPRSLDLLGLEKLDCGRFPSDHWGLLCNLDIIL
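Assay system: Recombinant human TDP2 | Quantity: 120 nM TDP2 per well | Incubation: 2 h at 37 °C | Signal: Epi absorbance | Evaluation: Percent inhibition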
PRMT1 inh = PRMT1 methyltransferase inhibitors, primary screen, biochemical, fluorescence polarization; hit rate 1.3% among 370,000; inhibition, % at 2.79 µM; recombinant PRMT1, activity-based probe fluorescence polarization; Protein arginine N-methyltransferase 1 (Homo sapiens), Q99873;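 active = inhibition above about 21% made by adding two undisclosed values, limit read from the data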
Target sequence (Q99873 whole entry, looked up): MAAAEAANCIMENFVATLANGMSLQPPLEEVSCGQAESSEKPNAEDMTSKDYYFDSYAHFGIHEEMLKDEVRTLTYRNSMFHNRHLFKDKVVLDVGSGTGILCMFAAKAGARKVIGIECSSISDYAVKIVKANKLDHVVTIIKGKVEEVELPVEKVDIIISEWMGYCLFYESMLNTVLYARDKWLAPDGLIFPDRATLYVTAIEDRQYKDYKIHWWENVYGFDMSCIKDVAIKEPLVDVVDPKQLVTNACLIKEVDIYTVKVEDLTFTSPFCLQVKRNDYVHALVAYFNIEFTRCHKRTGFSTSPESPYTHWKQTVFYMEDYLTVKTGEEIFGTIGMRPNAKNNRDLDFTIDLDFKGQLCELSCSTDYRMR
SIAE inh = human SIAE inhibitors, primary screen, biochemical, fluorescence polarization, FP-Rh probe, 1536-well HTS; hit rate 0.69% among 370,000; Sialate O-acetylesterase (Homo sapiens), Q9HAT2; SIAE FP-Rh probe binding; inhibition, % at 9.66 µM;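 active = inhibition above a cutoff: mean of compounds within the control limits plus 3 SD of those, cut at about 17% in these data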;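 note: 0% = plate median of compound wells and 100% = probe without SIAE protein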
PG9 Ab binder = binders of HIV-1 gp120 antibody PG9, primary screen, biochemical, TR-FRET; HIV-1 gp120 / PG9 antibody interaction; TR-FRET gp120-PG9 antibody binding; inhibition, % at 6.7 µM; hit rate 0.43% among 360,000; in the data active = inhibition above about 8.5%
LEDGF integ inh = blockers of LEDGF/p75-dependent integrase strand transfer – biochemical, TR-FRET, high throughput, primary screen. HIV-1 integrase (with human LEDGF/p75). TR-FRET IN-LEDGF/p75 DNA integration, Eu/Cy5. inhibition, % at 3.7 µM. hit rate 0.64% among 370,000. AID 743269, 2014;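 active = inhibition above the screen-wide mean plus 3 SD, cut at about 13% in these data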;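 note: signal is the Cy5 over europium emission ratio at 671 and 618 nm; 0% = plate median of compound wells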
DDE Tn7 FP inh = inhibitors of Tn7 peptide binding to fibrin DD(E), primary screen, biochemical, fluorescence polarization, human fibrin, Tn7 probe; FP displacement of FITC-Tn7 peptide from fibrin DD(E); 0% = median of compound wells per plate; hit rate 0.13% among 370,000; inhibition, % at 8.3 µM; Fibrinogen beta chain (Homo sapiens), P02675;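 active = inhibition above the mean of compounds falling within the control limits plus 3 SD of them, cut at about 14% in these data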;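 note: 0% = plate median of compound wells and 100% = 10 µM Aha-Tn7 peptide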
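Test system: human clot-derived fibrin DD(E) complex / Quantity: 2 µM final DD(E) protein / Incubation: 10 min plus 3 h, room temperature / Measured by: fluorescence polarization / Benchmarks: high control of 10 µM Aha-Tn7 peptide / Replicates: singlicate testing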
Active calls of the source: *; · = not tested or not shown.

1: CC(C)c1ccc(/C=N/NC(=O)CC(=O)NC2CCCCC2)cc1
2: COc1cc(CCNc2ccc3nnc(-c4ccccc4)n3n2)cc(OC)c1OC
3: c1ccc(Cn2ccc(-c3cnc(-c4ccccc4)s3)n2)cc1
4: Cn1nc(CC(=O)N2CCN(c3ccccc3)CC2)c2ccccc2c1=O
5: CCCCN1C2=NCCCN2c2cc(C)c(C)cc21
6: CCOC(=O)CC[C@@]1(C(=O)OCC)C[C@@H](CC(=O)NCc2cccc3ccccc23)C(=O)N2CCCC=C21
7: COC(=O)[C@H](CCSC)NC(=O)Nc1ccc(C(C)C)cc1
8: Cc1ccc(Sc2ncnc3onc(C)c23)c(C)c1
9: O=C(NCCC1=CCCCC1)C1CCN(S(=O)(=O)N2CCOCC2)CC1
10: Cc1c(NS(=O)(=O)c2cccc(C(=O)N3CCC(C(N)=O)CC3)c2)c(=O)n(-c2ccccc2)n1C

screen / no.	1	2	3	4	5	6	7	8	9	10
UHRF1 MBD2 ctr	1	3	20	3	1	0	0	-1	4	-1
PRMT1 inh	-5	6	-2	2	1	3	-1	0	1	-2
LEDGF integ inh	-2	-6	2	0	3	-2	-3	-4	2	-1
SIAE inh	-1	-11	-2	8	-1	-2	-2	6	4	3
TDP2 absorb	-3	-6	-6	-5	-14	1	3	-5	-3	-7
HTRA1 inhibitor	-1	-6	-57	4	3	·	0	2	2	13
DDE Tn7 FP inh	3	2	-2	2	-7	6	1	9	5	-1
PG9 Ab binder	-2.8	-0.2	-0.7	-1.1	-2.6	·	0.5	0.7	-0.7	-0.6
ABHD4 inh	-5	-5	-24	-4	7	4	7	-2	3	0
TCR CD3 inh	9	-8	-11	-3	6	·	0	1	-2	4

11: O=[N+]([O-])c1cccc(/C=N/Nc2nc(N3CCOCC3)nc(N3CCOCC3)n2)c1
12: Cc1c(NC(=O)/C=C/c2cn(-c3ccccc3)nc2-c2ccc(F)cc2)c(=O)n(-c2ccccc2)n1C
13: COC(=O)N1Cc2ccnnc2CC1c1ccccc1Br (stereo not given)
14: O=[N+]([O-])c1ccccc1/C=C/C=Nn1c(-c2ccc(F)cc2)n[nH]c1=S
15: CCOC(=O)c1c(C)[nH]c(N=Nc2ccc(C)cc2C)c1C
16: Cc1noc(C)c1COc1ccc(C(=O)N2CCC(C(N)=O)CC2)cc1
17: O=C(Nc1ccc2c(c1)OCCO2)NC1(C(F)(F)F)Oc2ccccc2O1
18: C=C1C(=O)N(C)CCC1C(CC)C(=O)OC (stereo not given)
19: O=C(COc1ccc(C(=O)Nc2ccc(Cl)cc2)cc1)NCc1ccccc1
20: O=[N+]([O-])c1ccccc1/C=C/C=N/n1c(-c2ccc(Cl)cc2)n[nH]c1=S

screen / no.	11	12	13	14	15	16	17	18	19	20
UHRF1 MBD2 ctr	-1	47*	-1	-1	1	-1	-1	2	2	-3
PRMT1 inh	0	-2	-2	13	10	-8	9	3	0	5
LEDGF integ inh	-5	4	1	7	7	8	-3	-3	2	3
SIAE inh	2	0	-1	-5	3	-8	4	2	-7	-6
TDP2 absorb	7	-10	-6	-7	-11	-8	-6	0	9	4
HTRA1 inhibitor	0	-14	·	·	-8	-3	10	0	7	-8
DDE Tn7 FP inh	7	-4	-8	-10	2	-7	-7	-6	-3	-10
PG9 Ab binder	-1.3	-0.9	-0.3	·	0.6	0.6	0.2	2.5	-3.2	0.1
ABHD4 inh	0	-4	-1	-25	-1	-3	19	3	0	5
TCR CD3 inh	2	1	12	·	-3	-2	2	2	-5	-5

21: O=C(O)CSCC(=O)NCc1c(Cl)cccc1Oc1ccccc1
22: CCN(CC)CCNc1nc(-c2ccc(OC(F)F)cc2)c(C)s1
23: COc1ccc(NC(=O)CN(C)C(=O)c2cc(C3CC3)nn2-c2ccccc2)cc1
24: COc1ccccc1Nc1nc(NCCO)nc(N2CCCC2)n1
25: CN(C)CCCNCCCNC(=O)/C=N/O
26: CCc1nc2c(OCc3ccc(C(F)(F)F)cc3)cccn2c1N(C)C(=O)C(C)C
27: O=C(NC(c1ccccc1)c1ccccc1)N1CCOCC1
28: O=C(OCc1ccccc1)N1CCC2CC1c1c(-c3ccc(C(F)(F)F)cc3)cccc12 (stereo not given)
29: COc1ccc(NC(=O)CSc2nnc(-c3ccccc3C)n2N)cc1OC
30: O=C(NCc1cccnc1)Nc1cccc(Cl)c1Cl

screen / no.	21	22	23	24	25	26	27	28	29	30
UHRF1 MBD2 ctr	0	5	3	-4	-3	0	0	-2	1	2
PRMT1 inh	2	4	4	0	-1	-5	0	0	1	3
LEDGF integ inh	-5	2	-2	-4	4	0	2	-2	2	-1
SIAE inh	-4	2	12	-2	5	0	-3	-2	3	1
TDP2 absorb	-4	-5	1	-9	3	-6	0	3	1	1
HTRA1 inhibitor	1	-14	-10	-3	0	·	6	14	3	5
DDE Tn7 FP inh	3	7	2	0	-1	-3	-2	7	2	2
PG9 Ab binder	-0.7	-1.8	3.3	-0.3	-0.7	-2.1	-0.9	-1.6	1.4	1.1
ABHD4 inh	3	1	-3	3	-4	-3	0	-5	0	3
TCR CD3 inh	-7	2	-6	10	4	3	3	1	-4	1

A second format for part of the listing above.
# | Structure | UHRF1 MBD2 ctr | PRMT1 inh | LEDGF integ inh | SIAE inh | TDP2 absorb | HTRA1 inhibitor | DDE Tn7 FP inh | PG9 Ab binder | ABHD4 inh | TCR CD3 inh
21 | O=C(O)CSCC(=O)NCc1c(Cl)cccc1Oc1ccccc1 | 0 | 2 | -5 | -4 | -4 | 1 | 3 | -0.7 | 3 | -7
22 | CCN(CC)CCNc1nc(-c2ccc(OC(F)F)cc2)c(C)s1 | 5 | 4 | 2 | 2 | -5 | -14 | 7 | -1.8 | 1 | 2
23 | COc1ccc(NC(=O)CN(C)C(=O)c2cc(C3CC3)nn2-c2ccccc2)cc1 | 3 | 4 | -2 | 12 | 1 | -10 | 2 | 3.3 | -3 | -6
24 | COc1ccccc1Nc1nc(NCCO)nc(N2CCCC2)n1 | -4 | 0 | -4 | -2 | -9 | -3 | 0 | -0.3 | 3 | 10
25 | CN(C)CCCNCCCNC(=O)/C=N/O | -3 | -1 | 4 | 5 | 3 | 0 | -1 | -0.7 | -4 | 4
26 | CCc1nc2c(OCc3ccc(C(F)(F)F)cc3)cccn2c1N(C)C(=O)C(C)C | 0 | -5 | 0 | 0 | -6 | · | -3 | -2.1 | -3 | 3
27 | O=C(NC(c1ccccc1)c1ccccc1)N1CCOCC1 | 0 | 0 | 2 | -3 | 0 | 6 | -2 | -0.9 | 0 | 3

(further entries)
31: COc1cc(C#Cc2c(-c3cncn3C)n(C)c3ccc(-c4cnc(OC)nc4)cc23)cc(OC)c1
32: COc1ccc(OCc2nnc(SCC(=O)N3CCCCC3)o2)cc1
33: O=C(NC1CCCCCCC1)C1CCN(c2nc3ccccc3o2)CC1
34: O=C(NCCCN1CCOCC1)/C(=C/c1ccco1)NC(=O)c1ccccc1
35: S=c1nccc(-c2cc(Cl)sc2Cl)[nH]1
36: Cc1nn(C)c(C)c1CCC(=O)N1CCCC(C(=O)c2cccc(OC(C)C)c2)C1 (stereo not given)
37: Cn1cccc1/C=N/NC(=O)c1cc2ccccc2cc1O
38: COc1ccc(C(NC(=O)c2cccnc2)c2cc(Cl)c3cccnc3c2O)cc1OC (stereo not given)
39: CNS(=O)(=O)c1ccc(N2CCCC2)c([N+](=O)[O-])c1
40: O=C(O)C(=O)Nc1nc(-c2ccc3c(c2)OCCO3)cs1

screen / no.	31	32	33	34	35	36	37	38	39	40
UHRF1 MBD2 ctr	5	-1	3	0	1	0	-4	-5	-2	1
PRMT1 inh	2	-1	3	5	2	1	-4	1	-3	5
LEDGF integ inh	2	0	-1	-6	0	1	-3	-2	1	-1
SIAE inh	-20	-2	2	5	-2	4	17*	10	-1	-5
TDP2 absorb	-6	6	0	-2	1	12	-9	-1	-2	22
HTRA1 inhibitor	-127	4	-6	4	1	3	40*	45*	6	7
DDE Tn7 FP inh	-1	5	10	0	-1	-1	1	-4	4	-8
PG9 Ab binder	-1.1	-1.0	1.6	0.8	-0.5	-0.5	-3.2	1.3	0.6	-0.3
ABHD4 inh	-11	-4	-5	-5	0	0	13	7	-3	8
TCR CD3 inh	5	0	1	-8	-2	5	-2	2	3	-5

41: COc1ccc(OCCCC(=O)N(CCC2=CCCCC2)c2c(N)n(Cc3ccccc3)c(=O)[nH]c2=O)cc1
42: O=C(CNC(=O)c1cccc(Cl)c1)Nc1ccc(F)c(F)c1F
43: CCO[C@H]1OC(C(=O)NCc2ccccc2)=C[C@@H](C)[C@@H]1CCCO
44: CCOc1ccccc1NC(=O)c1csc(C)c1C
45: O=C(NCCc1ccc(F)cc1)c1ccc(Sc2ccccc2Cl)c([N+](=O)[O-])c1
46: CCO[C@@H]1OC(C(=O)O)=C[C@H](C2CCCCC2)[C@H]1CCCO
47: Cn1nnnc1SCC(=O)Nc1nn(-c2ccccc2)nc1C(N)=O
48: CCOC(=O)c1ccccc1NC(=O)COC(=O)Cc1ccccc1F
49: CCC(C(=O)OC)n1cnc2c(nnn2-c2ccccc2)c1=O (stereo not given)
50: NC(=O)NC(=O)CC1S/C(=N/N=C/c2ccccc2)NC1=O (stereo not given)
51: O=C(CSc1ccccn1)N1CCN(S(=O)(=O)c2ccc(Cl)cc2)CC1

screen / no.	41	42	43	44	45	46	47	48	49	50	51
UHRF1 MBD2 ctr	2	0	0	0	5	-2	2	1	0	7	3
PRMT1 inh	-2	0	1	4	7	-1	0	-1	4	13	2
LEDGF integ inh	3	5	-2	2	-5	2	2	5	-3	-3	-5
SIAE inh	2	6	-1	2	5	3	-1	-1	2	2	6
TDP2 absorb	-7	13	0	5	-9	-1	-8	-3	-6	-20	-7
HTRA1 inhibitor	4	-5	2	0	·	-11	7	-16	2	-1	-3
DDE Tn7 FP inh	-6	-4	0	5	-1	-4	-7	1	5	0	-2
PG9 Ab binder	0.1	-0.9	1.0	-0.6	·	-3.0	-0.1	-1.1	-1.5	-2.8	-0.7
ABHD4 inh	0	1	4	1	-9	-1	1	-6	-1	-14	-1
TCR CD3 inh	-2	12	-2	-2	·	-2	-1	5	-6	-10	-6
